Source: PubChem BioAssay
RmlC RmlD mix = RmlC/RmlD inhibition, mixture screen; RmlC/RmlD coupled enzyme inhibition, 384-well mixture HTS; inhibition, % at 5.5 µM; 110,000 compounds, 0.39% hits; AID 1532; in the data active means inhibition above about 30%, passing the limit was not always enough; further: strong numbers were not always called active
RT RNaseH block = inhibitors of HIV-1 reverse transcriptase RNase H; P04585; RT-RNase H RNA/DNA duplex cleavage, fluorescence; inhibition, % at 10 µM; 65,000 compounds, 1.9% hits; AID 565; in the data active means inhibition above about 50%
The depositor's hits bear a star; i = inactive; . = not tested or not shown.

canonical_smiles	RT RNaseH block	RmlC RmlD mix
CCOP(=O)(OCC)C(NC(C)=O)C(Cl)(Cl)Cl (centres undefined)	.	4.8
COc1ccc(C2CC(c3ccc(Cl)cc3Cl)n3nc(N)nc3N2)cc1 (centres undefined)	1.3	9.9
CCCCN1CC[C@H]2C=CC[C@@H](C(=O)Nc3ccc(Cl)c(C(F)(F)F)c3)[C@H]2C1=O	.	3.3
CC1(C)CC(n2[nH]c(=O)c3c2NC(=O)CSC3c2ccc(F)cc2)CCO1 (centres undefined)	-0.9	-9.1
CCOC(=O)C(CCSC)NC(=O)CN (centres undefined)	-8.4	3.4
CC1CCN(C(=O)C2CCCN(S(C)(=O)=O)C2)CC1 (centres undefined)	-8.6	5.8
C=CCc1c(C)nc(N)[nH]c1=O	.	i
CC1CC(C)CN(CC(C)(C)NS(=O)(=O)c2ccc(Cl)cc2)C1 (centres undefined)	.	8.2
O=C(N/C=C/c1ccc(Cl)cc1)NCc1ccc(Cl)cc1	.	-3.8
Cc1cc(C(=O)Nc2sc3c(c2C#N)CCCCC3)cs1	21.3	164.8
CCCn1c(=N)c(C(=O)NC2CCCC2)cc2c(=O)n3cccc(C)c3nc21	.	42.5*
Cn1c(C(=O)OC(C(=O)NCc2ccco2)c2ccncc2)cc2sccc21 (centres undefined)	.	22.5
CCCCSc1nc2sc3c(c2c(=O)[nH]1)CCC3	.	-9.1
COc1ccc(C2N(c3cccc(Cl)c3)C(=O)C3CCCN32)cc1 (centres undefined)	-3.4	8.9
Cc1cc(C)cc(Oc2cc(NC(=O)c3cn(C)nc3C)cc([N+](=O)[O-])c2)c1	.	5.4
COc1ccc(-c2ccc3oc(-c4ccc(OC)cc4)c(C#CC4(O)CCCCC4)c3c2)cc1	.	-48.3
CCOc1nnc(C)c2c(C)n(-c3cccc(Cl)c3)nc12	.	0.9
CC(C)n1nnnc1SCC(=O)Nc1ccccc1N1CCOCC1	-1.1	-4.4
Cn1c(SCC(=O)c2ccc3c(c2)OCO3)nnc1-c1ccccn1	10.4	5.4
CC(C)(C)c1ccc(S(=O)(=O)N2CCCCC2C(=O)NCc2ccccn2)cc1 (centres undefined)	-2.0	8.7
Cc1ccc2c(c1)NC(=O)C(CC(=O)NCCN(C)C)O2 (centres undefined)	21.4	-6.3
COC(=O)C1CSC(C(=O)OC)N1C(=O)Nc1ccc(Cl)c(Cl)c1 (centres undefined)	.	6.5
Nc1cc(C(F)(F)F)ccc1C(=O)O	-16.6	4.5
COc1cc(/C=N\NC(=O)CN2CCOCC2)ccc1OCC(=O)Nc1ccc(C)c(C)c1	.	-11.1

5 structures out of the list, sorted by length of the SMILES, rising.
canonical_smiles	RT RNaseH block	RmlC RmlD mix
Cc1ccc2c(c1)NC(=O)C(CC(=O)NCCN(C)C)O2 (centres undefined)	21.4	-6.3
COc1ccc(C2N(c3cccc(Cl)c3)C(=O)C3CCCN32)cc1 (centres undefined)	-3.4	8.9
CC(C)(C)c1ccc(S(=O)(=O)N2CCCCC2C(=O)NCc2ccccn2)cc1 (centres undefined)	-2.0	8.7
COc1cc(/C=N\NC(=O)CN2CCOCC2)ccc1OCC(=O)Nc1ccc(C)c(C)c1	.	-11.1
Cc1cc(C)cc(Oc2cc(NC(=O)c3cn(C)nc3C)cc([N+](=O)[O-])c2)c1	.	5.4

Going on with the list.
canonical_smiles	RT RNaseH block	RmlC RmlD mix
Cc1sc(NC(=O)c2ccco2)c(CN2CCC(C)CC2)c1C	.	9.2
CC(C)c1nc2ccc(C(=O)O)cc2[nH]1	.	-313.9
CC(C)NC(=O)C1CCN(C(=O)c2ccc(-c3ccccc3)cc2)CC1	.	-1.9
O=C(NCCCN=C1NS(=O)(=O)c2ccccc21)c1ccc(S(=O)(=O)N2CCOCC2)cc1	.	-11.7
C=CCn1c(Cc2ccc(OCC)cc2)nnc1SCC(N)=O	-6.7	-0.6
Cc1ccc(S(=O)(=O)N2CCN(C(=O)c3c(C)nn(-c4ccccc4)c3Cl)CC2)cc1	8.8	-12.6
CCOC(=O)c1cccc(NC(=O)c2c(NCc3ccccc3)[nH]c(=O)[nH]c2=O)c1	.	5.4
CC(C(=O)O)n1c(C(F)(F)F)nc2ccccc21 (centres undefined)	.	11.8
CCCOC(=O)c1ccc(NC(=O)Oc2ccccc2)cc1	.	12.4
CCCc1nc2ccccc2c2nc(N)nn12	-2.9	-2.5
COc1cc(Nc2cc(C)nc3nc(C)nn23)cc(OC)c1OC	-20.9	3.5
CS(=O)(=O)N1CCN(C(=O)c2ccccc2)C1	-1.6	-11.7
CN(CCCn1c(=S)[nH]c2ncccc2c1=O)Cc1ccccc1	-2.8	-4.9
Cc1nc(=S)c2ccccc2[nH]1	.	16.7
CCOC(=O)c1c(NC(=O)c2cccs2)sc(CC)c1-c1cccs1	.	-39.0
CC(C)(C)C1CCc2c(sc(NC(=O)c3cccs3)c2C(N)=O)C1 (centres undefined)	.	-24.4
Cc1cc(NC(=O)c2ccccc2Cl)no1	.	-3.6
CCC1(c2ccc(F)cc2)NC(=O)N(CC(=O)N2CCOCC2)C1=O (centres undefined)	-4.1	11.8
COc1ccc2nnc(-c3ccccc3)n2n1	-20.4	10.7
CC(=O)N(CCC(Cc1ccccc1)c1ccc2c(c1)OCO2)Cc1ccc(Cl)cc1 (centres undefined)	.	-2.1
Cc1ccc(NC(=S)N2CCN(C(=O)C3CCCO3)CC2)c(C)c1 (centres undefined)	.	-5.9
O=C1CCC([N+](=O)[O-])C(c2ccccc2Cl)N1 (centres undefined)	.	-18.4
O=C(COC(=O)Cc1cccs1)Nc1ccccc1	-19.4	-12.3
Cc1cc(NC(=O)CCC(=O)N(CC2CCCO2)C(C(=O)NC2CCCC2)c2cccnc2)no1 (centres undefined)	.	-12.6
CCOC(=O)N1CCN(c2c(N3CCN(c4cc(C)ccc4C)CC3)c(=O)c2=O)CC1	.	12.2
CC1(OC(=O)CCc2ccccc2)C(=O)C=C2C=C(c3ccsc3)OC=C2C1=O (centres undefined)	.	-8.1
O=C1C(=O)N(CCCn2ccnc2)C(c2cccnc2)/C1=C(/O)c1ccc(Br)cc1 (centres undefined)	0.8	.
O=C(Nc1nccs1)C1CCCN(S(=O)(=O)c2cccc3cccnc23)C1 (centres undefined)	-36.2	-12.2
CCN(C1CCCCC1)S(=O)(=O)c1ccc(S(=O)(=O)NCc2ccncc2)cc1	-3.9	-1.5
C=C(C)CN(CC)CCC(=O)Nc1ccc(OC)cc1OC	-2.9	-13.0
COc1ccc(C2C(C(=O)Nc3cc(C)on3)c3ccccc3C(=O)N2C)cc1 (centres undefined)	4.0	-2.1
C#Cc1ccc([C@@H]2C=C(C(=O)NCc3nc4ccccc4[nH]3)O[C@H](OCC)[C@H]2CCCO)cc1	.	-6.7
COc1cc(-c2nnc(-c3ccc(N4CCOCC4)cc3)o2)cc(OC)c1OC	5.0	-98.3
OCCN1CCN(CC#CCn2c3ccccc3c3ccccc32)CC1	-18.2	0.2
CCOC(=O)c1sc2cccc(F)c2c1N	-10.2	-71.1
Cn1c(SC2=CS(=O)(=O)c3ccccc32)nc2ccccc21	-8.0	0.8
O=C(CCN1CCOCC1)Nc1c(-c2ccccc2)c2cc(Br)ccc2[nH]c1=O	-4.3	-6.3
CC(C)(C)N1C(=O)c2ccccc2NC(=O)N1Cc1ccccc1	.	5.8
O=C(c1ccc(COc2ccccc2Cl)o1)N1CCN(c2ccccc2)CC1	-23.7	6.4
CCc1nnc(NC(=O)CSc2nc(-c3ccc(OC)cc3)ns2)s1	29.5	7.9
C/C(=N/NC(=O)c1cc2ccccc2cc1O)C1C(=O)c2ccccc2C1=O	.	11.3
CS(=O)(=O)n1nc(OC(=O)c2cccc3ccccc23)cc1N	-5.8	-3.1
O=C(CCSc1ccccc1)Nc1nc2c(s1)CCCC2	.	12.3
O=C(CCCC(=O)OCC(=O)c1ccc(F)cc1)Nc1cc(C(F)(F)F)ccc1Cl	.	-9.5
COc1ccc(CCNc2oc(-c3ccccc3OC)nc2C#N)cc1	-43.9	1.4
c1ccc2cc3[nH]c(CN4CCCCC4)nc3cc2c1	1.8	6.0
Cc1oc2c(c1C(=O)NCCCC(=O)O)CCCC2	.	-10.7
CCCCCCC(=O)N1CCN(c2cc3c(cc2F)c(=O)c(C(=O)O)cn3CC)CC1	16.6	-0.6
Cc1nc(SC2CC(=O)N(c3ccccc3)C2=O)nc2c1CCCC2 (centres undefined)	1.5	3.3
Cc1nn(CCCC(=O)N2CCc3ccccc3C2)c(=O)c2cc3sccc3n12	-60.0	.
CCOC(=O)CCCCC(=O)c1[nH]c(=O)[nH]c1Cn1cnc2ccccc21	-22.3	-15.2
O=C(c1cccc2ccccc12)N1CCC(N2CCN(c3ccccc3)CC2)CC1	-5.2	-10.1
Cc1ccc(OCc2nnc(SCC(=O)c3cccc([N+](=O)[O-])c3)n2C)cc1	.	-10.7
CCOc1ccc2oc(C(=O)Nc3ccc(N4CCOCC4)cc3)c(C)c2c1	.	20.6
COCCN(CCOC)S(=O)(=O)c1ccc(C(=O)NC2CCN(Cc3ccccc3)CC2)cc1	-1.3	-11.9
O=[N+]([O-])c1cccc(/C=N\N2CCN(c3ccc(Cl)cc3)CC2)c1	.	20.5

Further results:
canonical_smiles	RT RNaseH block	RmlC RmlD mix
CCOC(=O)COn1c(=O)c(-c2cc3ccccc3o2)[n+]([O-])c2ccccc21	.	19.2
O=C1C2CCCN2C(c2ccc(F)c(F)c2)N1c1cccc(Cl)c1 (centres undefined)	-9.6	7.6
CCOc1ccccc1C(=O)N(Cc1ccco1)C1CCS(=O)(=O)C1 (centres undefined)	28.4	44.4
Fc1ccc(Sc2cc(Cl)c(-c3ccccc3)nn2)cc1	.	-13.5
O=C(O)C1=C[C@@H](c2ccc3c(c2)OCO3)C[C@@H](OCc2ccc(CO)cc2)O1	.	-18.7
COc1cc(NC(=O)C2CCN(S(=O)(=O)c3cnc[nH]3)CC2)cc(OC)c1OC	.	2.6
Cc1ccc(S(=O)(=O)N2CCN(C(=O)N3CCOCC3)C2C(C)C)cc1 (centres undefined)	-4.0	-5.6
O=C(CN(c1ccc(F)cc1)S(=O)(=O)c1ccc2c(c1)OCCO2)Nc1cccnc1	-4.2	-1.7
CC(C)C1CC(=O)NC(SCC(=O)Nc2ccc(Br)cc2)=C1C#N (centres undefined)	3.4	-6.3
O=C(CSc1ccccc1)Nc1ccccc1N1CCOCC1	-18.3	-0.4
O=C(Nc1ccc(NC(=O)C2CCCN2C(=O)OCc2ccccc2)cc1)c1ccco1 (centres undefined)	-6.5	-5.1
Cn1c(=O)[nH]c(=O)c2c1nc(NCCCO)n2CCCc1ccccc1	-6.0	6.8
Cc1nc2c(c(=O)n1CC1CCCO1)c1nc3ccccc3nc1n2CCC(C)C (centres undefined)	38.5	.
Cc1ccc(S(=O)(=O)c2ccccc2)cc1S(=O)(=O)N1CCOCC1	.	2.7
CC(=O)NCCOc1cccc(OCCNC(C)=O)c1	-1.6	59.4
CC(C)(C)c1cc(=O)n2c(nc3ccccc32)[nH]1	.	-30.4
O=C(Nc1ccc2c(c1)OCCO2)C1c2ccccc2C(=O)N2CCc3ccccc3C12 (centres undefined)	.	6.7
CCOP(=O)(C(NC(=O)c1ccccc1Cl)=C(Cl)Cl)c1ccccc1 (centres undefined)	.	-8.5
CCCN1C(=O)c2cc(C(=O)NCc3cccs3)ccc2C1O (centres undefined)	1.0	-14.9
CC(C)=C1C2CC2C2C(C(=O)O)C12 (centres undefined)	-14.0	5.8
CC(CCc1ccco1)NC(=O)Cn1ncc2c(=O)oc3ccccc3c21 (centres undefined)	-24.4	4.9
O=C(Nc1cccnc1)c1cnn2cccnc12	-2.9	.
COc1ccccc1C(C)NC(=O)c1ccc(C)o1 (centres undefined)	.	8.5
Cc1cn(CC2COC(C)(C)O2)c(=O)[nH]c1=O (centres undefined)	-3.8	4.1
Cc1ccc(S(=O)(=O)N2CCC(C(=O)NCCN3CCCCCC3)CC2)cc1	-1.1	-76.7
CC(/C=N/NC(=O)C(O)c1ccccc1)=C\c1ccccc1 (centres undefined)	.	11.9
COc1cc(NC(=O)CSCc2cnn(-c3ccccc3)c2-n2cccc2)cc(OC)c1	-3.0	0.7
N#CCCN(CCC#N)C(=O)c1ccc(Cl)cc1	-10.3	-5.3
O=c1[nH]nc(Cc2ccc(Cl)cc2Cl)c2ccccc12	.	-5.2
CC(=O)NNC(=O)N1Cc2ccccc2Oc2ccc(Cl)cc21	.	4.3
O=C(CSc1nnc(-c2ccccc2Br)o1)Nc1cccc2ccccc12	3.6	-6.7
Fc1ccc(N2CCN(c3nc(-c4ccco4)cc(C(F)(F)F)n3)CC2)cc1	3.3	-13.5
CCOC(=O)c1sc(N)c(C#N)c1CSc1nc2ccc(OCC)cc2[nH]1	8.0	-3.8
CCOc1cc(CNc2ccc3c(c2)OCCO3)cc(Br)c1OC	.	7.0
COC(=O)COc1cccc(NC(=O)c2ccc(C)cc2)c1	.	5.6
CCn1c(SCC(=O)Nc2ccc(S(N)(=O)=O)cc2)nnc1-c1ccccc1OC	.	-11.0
N#Cc1ccc(NC(=O)c2cc3cc4c5c(c3oc2=N)CCCN5CCC4)cc1	-19.5	.
Cc1ccc(-c2cnc(NC(=O)CCC(=O)N(C)Cc3ccccc3)n2C)cc1	.	6.7
CCOc1ccc(NC(=S)Nc2ccc(C)c([N+](=O)[O-])c2)cc1	.	5.8
O=S(=O)(c1cccc2cccnc12)n1cnc2ccccc21	-146.0	3.6
Cc1cc(C)n(-c2nncc(-c3ccccc3)n2)n1	-4.3	-8.9
Cc1ccc(NS(=O)(=O)c2ccc(CCC(=O)N3CCOCC3)cc2)cc1	-13.6	-8.6

The list is partial; count on the stated rates, not on these rows.
